Screening data: PubChem, National Center for Advancing Translational Sciences (NCATS)
D1 ag – Allosteric Agonists of the Human D1 Dopamine Receptor: qHTS; D(1A) dopamine receptor (Homo sapiens), P21728; HEK293 T-REx D1 cells, calcium flux, agonist mode; activation, % at 2 µM; hit rate 1% among 360,000; in the data active means activation above about 30%; further: 0% is about no effect
Target sequence (P21728 whole entry, looked up): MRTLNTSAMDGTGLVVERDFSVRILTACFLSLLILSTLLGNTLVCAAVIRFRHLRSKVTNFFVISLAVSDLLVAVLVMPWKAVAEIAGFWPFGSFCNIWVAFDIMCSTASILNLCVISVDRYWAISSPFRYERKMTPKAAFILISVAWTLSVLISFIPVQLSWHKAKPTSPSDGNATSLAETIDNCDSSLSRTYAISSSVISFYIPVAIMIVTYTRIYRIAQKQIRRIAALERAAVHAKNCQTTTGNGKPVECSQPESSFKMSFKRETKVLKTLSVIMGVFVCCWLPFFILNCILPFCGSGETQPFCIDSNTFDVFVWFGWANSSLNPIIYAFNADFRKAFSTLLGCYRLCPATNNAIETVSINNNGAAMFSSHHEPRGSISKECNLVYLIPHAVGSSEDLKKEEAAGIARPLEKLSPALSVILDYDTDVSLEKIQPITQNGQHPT
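Agonism was scored from calcium flux recorded over 180 s (1 read/s) after pintool compound addition, following a 10-cycle baseline. Cells were inducible force-coupled HEK293 TREx D1, plated overnight at 30 C and loaded with no-wash calcium dye.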
D2 PAM – HTS Assay for Positive Allosteric Modulators of the Human D2 Dopamine Receptor: Primary Screen for Potentiators | D(2) dopamine receptor (Homo sapiens), P14416 | HEK293 T-REx D2, calcium flux, EC20 dopamine potentiation | potentiation, % at 10 µM | hit rate 0.34% among 340,000 | AID 485347, 2010;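 active means potentiation over 3 SD above the plate norm, cut at about 30% in these data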; further: 0% is about no effect
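Tetracycline-induced Hek293 Trex D2 cells, force-coupled to calcium, loaded with no-wash calcium dye. Compound added with 180 s kinetic read for agonism, then EC20 dopamine and a further 180 s read for potentiation.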
RXFP1 antag – qHTS Assay for Antagonists of the Relaxin Receptor RXFP1; Relaxin receptor 1 (Homo sapiens), Q9HBX9; HEK293-RXFP1, relaxin-stimulated cAMP HTRF, 30 min; active compounds read low; activity change, negative = inhibition, % at 57.5 µM; hit rate 0.59% among 350,000;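 active means activity change of -60% or lower, but not beyond a set lower limit; inconclusive means change between -60% and -40%, or beyond the set limit; inactive means change above -40%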; further: on the % scale 0 is the no-effect control and ±100 the full control effect
D1 potentiator – Potentiators of Human D1 Dopamine Receptor: qHTS; D(1A) dopamine receptor (Homo sapiens), P21728; HEK293 TREx D1 cells, calcium flux, dopamine EC20 potentiation; potentiation, % at 10 µM; hit rate 0.036% among 360,000; AID 504651, 2011; in the data active means potentiation above about 30%; further: 0% is about no effect
TRHR agonist – qHTS for Small Molecule Agonists and Allosteric Enhancers of Human TRH Receptor: Primary Screen for Agonists. Thyrotropin-releasing hormone receptor (Homo sapiens), P34981. TRHR cells, calcium flux fluo-8, FDSS agonist mode. activation, % at 2 µM. hit rate 0.18% among 360,000; in the data active means activation above about 30%; further: 0% is about no effect
Target sequence (P34981 whole entry, looked up): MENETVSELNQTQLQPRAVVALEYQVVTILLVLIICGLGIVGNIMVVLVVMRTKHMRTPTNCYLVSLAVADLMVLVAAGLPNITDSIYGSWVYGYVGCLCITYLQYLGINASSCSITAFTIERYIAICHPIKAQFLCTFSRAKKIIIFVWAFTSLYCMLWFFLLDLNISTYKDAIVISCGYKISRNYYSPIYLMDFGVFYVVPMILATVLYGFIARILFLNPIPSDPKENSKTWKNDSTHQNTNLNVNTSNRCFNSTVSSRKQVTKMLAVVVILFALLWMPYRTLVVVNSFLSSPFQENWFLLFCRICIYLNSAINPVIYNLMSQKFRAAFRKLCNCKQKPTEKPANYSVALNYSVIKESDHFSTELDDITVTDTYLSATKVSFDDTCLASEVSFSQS
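TRHR-expressing cells, plated overnight in medium with 10% serum, were loaded with fluo-8 calcium dye at room temperature. After a 10 s baseline, library compound was pin-added and calcium release was recorded kinetically (ex 480/em 530) as agonist response.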
RXFP1 agonist – qHTS Assay for Agonists of the Relaxin Receptor RXFP1. Relaxin receptor 1 (Homo sapiens), Q9HBX9. HEK293T-RXFP1 cAMP TR-FRET, 30 min; response scale: percent of porcine relaxin response, buffer zero. Potency, µM (titrated, usually from 57.5 µM), without a hit: at the top dose activation, actives largely listed as activators. hit rate 0.3% among 370,000; further: potency means the concentration at half of the fitted maximal effect; on the % scale 0 is the no-effect control and ±100 the full control effect; nearly all actives have a fitted effect of over 60% in size; many of its hits are not listed in these tables
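cAMP rise read by TR-FRET after 30 min, 37C compound exposure (up to 58 uM) in RXFP1-transfected HEK293 cells with Ro 20174 present. EC50 from Hill-equation fits, with 29 nM porcine relaxin as 100% and buffer as basal.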
D1 antag – Antagonist of Human D 1 Dopamine Receptor: qHTS | hit rate 3.2% among 360,000 | activity change, negative = inhibition, % at 10 µM | AID 504652, 2011 | D(1A) dopamine receptor (Homo sapiens), P21728 | HEK293 TREx D1 cells, calcium flux, dopamine EC80; active compounds read low; in the data active means activity change below about -30%; further: on the % scale 0 is the no-effect control and ±100 the full control effect
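Using tetracycline-induced force-coupled D1 Hek293 cells and a calcium dye, signals were followed for 180 s after compound, then for 180 s after EC80 dopamine, to detect inhibitors.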
Anesthetic bind – qHTS Assay for Identification of Novel General Anesthetics. apoferritin/1-aminoanthracene competitive binding, fluorescence. Potency, µM (doses to about 77.5 µM), for the others: at the highest dose activity change, negative = displacement, actives largely listed as inhibitors. hit rate 0.074% among 350,000. AID 485281, 2010; further: potency means the concentration at half of the fitted maximal effect; on the % scale 0 is the no-effect control and ±100 the full control effect; nearly all actives have a fitted effect of over 20% in size
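Horse-spleen apoferritin (10 uM) in 50% saturated 1-aminoanthracene in PBS was incubated 10 min at room temperature with compound. Fluorescence (ex 380, em 535 nm) was normalized to free and bound 1-AMA, with concentration-response fitted by a four-parameter Hill equation.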
TRHR PAM – qHTS for Small Molecule Agonists and Allosteric Enhancers of Human TRH Receptor: Primary Screen for Enhancers; Thyrotropin-releasing hormone receptor (Homo sapiens), P34981; TRHR cells, fluo-8 calcium fluorescence, EC20 TRH enhancement; enhancement, % at 2 µM; hit rate 0.66% among 360,000; AID 493056, 2011; in the data active means enhancement above about 30%; further: 0% is about no effect
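Enhancer read-out: after compound pinning and an initial kinetic agonist-mode read, an EC20 of TRH (10 nM final) was injected and fluo-8 calcium signal (Ex 480/Em 530) followed at 1 s/cycle for 100 cycles in TRHR-expressing cells.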
Starred values were filed as active, the others as inactive; ? = inconclusive; nt = not tested or not shown; [ ] = dose if it differs, or a comment. Unless noted, the call rests on the fitted dose curve; in most records, active means well fitted curve in the direction sought with a large enough effect; inconclusive means small, poorly fitted or top-dose-only effect, or another doubt; inactive means no such curve, though single readings can be large; an effect the other way counts as inactive or inconclusive. These rows are one share of the data (hit frequency here may not be typical).

SMILES	D1 ag	D2 PAM	RXFP1 antag	D1 potentiator	TRHR agonist	RXFP1 agonist	D1 antag	Anesthetic bind	TRHR PAM
Cc1ccc(NC(=O)c2cccc(OC(F)F)c2)c(OC(F)F)c1	5	6	-3	-6	-0.2	0.4%	-1	-14%	-7
O=C(Cn1c(=O)oc2cc(S(=O)(=O)N3CCCCCC3)ccc21)NC1CCCCC1	5	22	nt	nt	-0.5	-0.5%	-3	-10%	5
COc1ccc(-c2cc(C(F)(F)F)nc(SCC(=O)N3CCOCC3)n2)cc1OC	-1	-9	-6	2	-0.8	5.1%	-16	0%	1
O=C(Cn1cncn1)NCCCc1ccccc1	4	2	8	3	0.1	-0.9%	2	-3%	1
COc1ccc2cc(C(C)C(=O)NC3CCC(O)CC3)ccc2c1 (configuration not stated)	1	-5	-9	-4	0.1	0.3%	5	-3%	9
CCC(C)(C)NC(=O)C(c1ccc(F)cc1)N(Cc1ccco1)C(=O)c1snc(C(N)=O)c1N (configuration not stated)	3	-12	-18	-4	-0.4	-0.1%	7	3%	-2
Cc1nc2c(C(=O)O)cnn2c(C)c1Cc1ccccc1F	4	2	22	-1	-0.3	0.2%	4	9%	-1
CCn1cc(CN2CCC(n3nccc3NC(=O)c3ccccc3C)CC2)c(C)n1	1	8	-3	-1	0.5	-2.2%	6	-5%	1
COC(OC)c1ccc(C#N)c(SCc2ccccc2)n1	2	4	1	-7	-0.6	0.2%	-20	-9%	-5
CC(=O)C1=C(O)C(=O)N(CCCn2ccnc2)C1c1ccc(Cl)cc1 (configuration not stated)	3	-8	9	3	-0.2	8.5%	1	-1%	-1
O=C(CN1CCN(C(=O)c2cccc(S(=O)(=O)N3CCCC3)c2)CC1)Nc1cccc(F)c1	3	7	-9	-4	-0.2	0.0%	-33*	nt	-4
Cc1ccc(S(=O)(=O)N2CCN(CC(=O)N/N=C/c3ccco3)CC2)cc1	0	5	8	-8	0.1	0.2%	-6	9%	3
Cc1ccc(Cn2ncc3c(NCCN(C)C)ncnc32)cc1	4	-4	14	3	0.3	1.1%	8	3%	0
COc1ccc(-c2cn3cccnc3n2)cc1NC(=O)Nc1cc(C)ccc1C	0	-23	-6	-2	-0.6	1.1%	10	253%[activator]	-7
COc1ccc(NC(=O)COc2coc(CN3CCc4ccccc43)cc2=O)cc1	0	13	-1	-7	-0.1	0.7%	15	nt	-10
NC(=O)[C@H](Cc1cc2ccccc2s1)NC(=O)[C@@H]1CC2(CC(c3cccc(NC(=O)[C@@H]4CCC(=O)N4)c3)=NO2)CN1C(=O)c1ccccc1 (some centres not stated)	3	0	nt	-2	-1.2	3.7%	10	-12%	4
O=C(Nc1cccc(Cl)c1)c1ccc2c(c1)CCN2S(=O)(=O)c1ccccc1	2	2	-5	3	15	1.0%	-20	-10%	8
COCCCNC(=O)c1cc(C(=O)c2ccccc2Br)c[nH]1	4	2	1	-4	0.4	1.8%	-14	-3%	7
O=C(C1CCN(S(=O)(=O)c2cccs2)CC1)N1CCN(c2ccccc2)CC1	0	1	5	-10	0.4	-0.9%	-7	-17%	-9
COc1ccc(-c2cc(CCCC(=O)NCCc3cc(OC)ccc3OC)no2)cc1	0	0	2	-8	-0.5	7.1%	-19	-5%	-3
CNC(=S)/N=C/NOCc1ccc(Cl)cc1Cl	22	3	-11	-6	0.6	1.8%	-39*	?	-3
Cc1nn(C)cc1S(=O)(=O)Nc1ccc(F)c(F)c1	1	6	3	-4	-0.2	4.0%	-7	-1%	4
CCc1nnc(NC(=O)CSc2nnc3c(n2)[nH]c2ccccc23)s1	0	0	-19	-3	-1.8	11%	8	-6%	-2
COc1ccc(C(=O)CCC(=O)Nc2cccnc2)cc1	0	-1	-20	-2	0.1	0.4%	12	-8%	-5
COc1ccccc1N1CCN(Cc2cc(=O)c(OCC(=O)Nc3ccccc3)co2)CC1	2	24	-8	0	-1.0	-1.6%	2	nt	7
COc1ccccc1N1CCN(C(=O)c2cccc(N3C(=O)C4C5C=CC(C5)C4C3=O)c2)CC1 (configuration not stated)	0	2	-9	-9	0.2	-2.0%	-1	-9%	5
COc1cc(/C=N/NC(=O)c2cc(C)oc2C)cc(OC)c1OC	2	10	1	0	0.7	-0.8%	10	-5%	-1
Cc1cc(C)cc(N(CC(=O)NCc2cccnc2)S(C)(=O)=O)c1	-1	0	-9	1	0.5	0.6%	-23	-5%	0
CN(C(=S)NCCN1CCOCC1)C(c1ccccc1)c1ccccc1	-1	-2	3	-2	0.8	0.1%	50	-6%	-3
Cc1ccc(NS(=O)(=O)c2ccc3c(c2)oc(=O)n3C)cc1	12	-4	4	0	-0.1	0.3%	-3	-7%	-5
Cc1cccc(OCCSc2nc3ccccc3n2CCC(=O)O)c1	3	-7	-1	0	0.1	1.9%	17	-9%	1
CN(Cc1ccccc1)C(=O)C1CCN(S(C)(=O)=O)CC1	3	14	-4	2	0.2	-0.4%	-4	-5%	5
O=c1[nH]c2cc(Br)cnc2nc1/C=C(\O)c1ccc(F)cc1	25	0	-24	-2	17	-1.0%	4	-6%	6
O=C(NCC1CCCO1)c1ccc(Cl)c(S(=O)(=O)N2CCOCC2)c1 (configuration not stated)	5	-9	3	0	1.2	0.8%	0	12%	0
CCOC(=O)Cn1c(-c2ccccc2)nc2ccccc2c1=O	4	-5	-10	-3	0.1	0.2%	11	-22%	-2
Cc1ccc(N(CC(=O)NC(C)C)C(=O)CCC(=O)Nc2ccccn2)cc1	3	10	-15	0	0.1	-0.9%	-1	-2%	4
CC(C)(C)c1cc(C(=O)NN)n(Cc2ccc(F)cc2)n1	3	1	1	-2	0.9	1.9%	24	?	8
CCCCN1C(=O)C(=O)N(CC(=O)c2ccc[nH]2)C1=O	1	8	-9	-6	-0.6	-0.4%	0	nt	1
Cn1ccc2cc(-c3ccc4ncnc(NCc5ccc6c(c5)OCO6)c4c3)ccc21	1	nt	nt	-6	0.0	0.1%	-9	nt	-3
CC(C)OC(=O)CSc1nc(Cc2cccs2)nc2ccccc12	1	-5	-12	-1	-0.5	9.6%	19	?	1
COc1cc(CN(C(=O)c2cccc(C)c2)c2ccccn2)cc(OC)c1OC	-3	14	nt	0	-0.1	3.7%	6	-5%	1
CC(Sc1nnc(NC(=O)c2cc3ccccc3oc2=O)s1)c1ccccc1 (configuration not stated)	3	11	nt	10	0.7	0.2%	19	8%	3
COc1ccc(-n2nc([N+](=O)[O-])c(=NC3CCN(Cc4ccccc4)CC3)n2O)cc1	-1	-49	-6	2	-1.1	2.0%	7	-10%	5
CC(=O)Nc1ccc(S(=O)(=O)N2CCN(C(=O)c3ncoc3-c3cccc(F)c3)CC2)cc1	1	8	-12	-2	0.4	-1.7%	-10	-4%	14
CCOC(=O)c1sc(C)c2c1NC(C)(c1cccs1)NC2=O (configuration not stated)	0	-12	-11	-2	-0.5	6.4%	-6	-13%	-5
O=C(CNS(=O)(=O)c1cccc(Cl)c1)OCc1csc(-c2ccccc2)n1	3	7	-3	-8	-1.4	3.2%	-6	-7%	-1
CN(C)CCCNc1c(C(=O)O)cnc2c1cnn2C	2	nt	nt	-2	0.3	0.7%	1	-10%	-1
CC(C(=O)Nc1ccc(Cl)cc1)N1C(=O)NC2(CCCC2)C1=O (configuration not stated)	3	-1	-3	6	-0.8	-0.1%	-11	-4%	-5
COc1ccc(/C=C/C(=O)Oc2ccc(C)c(C)c2)cc1OC	19	14	?	nt	-0.2	-1.0%	-5	-23%	-5
